TSHR antagonist – Antagonists of the Thyroid Stimulating Hormone Receptor: HTS campaign. Thyrotropin receptor (Homo sapiens), P16473. TSHR-expressing cells, TSH-stimulated cAMP HTRF, 2 h; hits give low values. activity change, negative = inhibition, % at 11.5 µM. 330,000 compounds, 0.2% hits. AID 504810, 2011;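 active = activity change below a set negative limit, meaning inhibition stronger than a set level, cut at about -70% in these data; inconclusive = activity change between two set negative limits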; also: % is scaled to controls: 0 for no effect and ±100 for the full control effect
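TSHR-expressing cells were treated with compounds, then stimulated with TSH at EC80 (4nM final) for 2 hours at 37 deg C. Cellular cAMP was measured by HTRF competition between lysate cAMP and cAMP-d2 for a cryptate-labelled anti-cAMP antibody.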
USP2a inh – qHTS Assay for Inhibitors of Ubiquitin-specific Protease USP2a Using CHOP2 as the Reporter. Ubiquitin carboxyl-terminal hydrolase 2 (Homo sapiens), O75604. USP2 core, Ub-CHOP2 coupled fluorogenic reporter, 485/531. Potency, µM (series often up to 38.3 µM), for inactives: at the top dose activity change, negative = inhibition, usual class: inhibitors. 330,000 compounds, 0.01% hits. AID 463254, 2010;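 also: potency is read from the fitted curve at half-maximal effect; plate controls were DMSO wells for no effect and full inhibition by NEM control for full effect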
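Deubiquitinase activity read as fluorescence (485/531 nm) after Ub-CHOP2 cleavage activates the enterokinase reporter on its substrate; USP2 core 10nM, Ub-CHOP2 and substrate 25nM each, 30min compound preincubation then 60min RT; data normalized to NEM, curves fitted.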
TCR act – Activators of T cell receptors: qHTS campaign; primary human leukocytes, anti-CD3, IL-2 HTRF, 48 h; AID 504894, 2011; 330,000 tested, under 10 active; Potency, µM (series often up to 9.22 µM), for the others: at the top dose activation of IL-2 secretion, actives largely listed as activators; also: % of control where 0% means no effect
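IL-2 release read by HTRF sandwich (Eu cryptate donor, d2 acceptor, 665 nm emission) after 48 hr exposure of primary human leukocytes to compound together with anti-CD3 beads in the absence of co-stimulatory signals.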
Eya2 inh – qHTS Assay for Inhibitors of the Phosphatase Activity of Eya2 | Protein phosphatase EYA2 (Homo sapiens), O00167 | recombinant Eya2, OMFP fluorescence dephosphorylation (OMFP is methylfluorescein phosphate) | Potency, µM (doses to about 76.9 µM), for inactives: at the highest dose activity, negative = inhibition, actives largely listed as inhibitors | 330,000 compounds, 0.006% hits | AID 488837, 2010; also: potency is read from the fitted curve at half-maximal effect; % is scaled to controls: 0 for no effect and ±100 for the full control effect
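Eya2 (0.2 uM) preincubated 10 min at ambient with compound, then OMFP substrate added at 50 uM; 10 min reaction in 50 mM HEPES pH 7.5, 50 mM NaCl, 5 uM MgCl2, 0.05% BSA, 1 mM DTT. Fluorescence read at Ex 485/Em 525 nm.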
B2AR arrestin – qHTS assay of beta-arrestin-biased ligands of beta2-adrenergic receptor; Beta-2 adrenergic receptor (Homo sapiens), P07550; beta-arrestin recruitment to beta2AR, cell-based reporter; Potency, µM (top dose mostly 46.1 µM), without a hit: at the top dose activation, usual class: activators; 330,000 compounds, 0.02% hits; AID 492947, 2010;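 also: potency is read from the fitted curve at half-maximal effect; 0% = DMSO controls and full agonism = EC100 isoproterenol or metaproterenol; nearly all actives have a fitted effect of over 65% in size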
Target sequence (P07550 whole entry, looked up): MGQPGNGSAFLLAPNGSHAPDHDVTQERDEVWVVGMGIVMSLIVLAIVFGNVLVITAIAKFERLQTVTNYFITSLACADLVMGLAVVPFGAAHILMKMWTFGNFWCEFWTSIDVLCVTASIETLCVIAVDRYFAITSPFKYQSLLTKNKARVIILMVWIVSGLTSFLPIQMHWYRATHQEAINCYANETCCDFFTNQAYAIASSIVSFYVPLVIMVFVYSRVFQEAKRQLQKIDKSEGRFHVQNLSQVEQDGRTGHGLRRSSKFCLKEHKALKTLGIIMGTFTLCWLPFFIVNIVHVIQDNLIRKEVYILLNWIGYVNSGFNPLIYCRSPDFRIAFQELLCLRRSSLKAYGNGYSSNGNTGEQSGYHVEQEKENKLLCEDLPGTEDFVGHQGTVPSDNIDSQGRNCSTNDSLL
ELG1 repair inh – qHTS screen for small molecules that inhibit ELG1-dependent DNA repair in human embryonic kidney (HEK293T) cells expressing luciferase-tagged ELG1. AID 504467, 2011. Potency, µM (series often up to 46.1 µM), for the others: at the top dose activity change, negative = inhibition, actives largely listed as inhibitors. 330,000 compounds, 2.3% hits. HEK293T ELG1-luciferase reporter, luminescence, 16 h; DNA damage induced by 5-fluorouridine; also: potency is read from the fitted curve at half-maximal effect; % is scaled to controls: 0 for no effect and ±100 for the full control effect; nearly all actives have a fitted effect of over 55% in size
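Quantitative HTS, concentration-response format. 2,000 cells/well co-treated with 5-fluorouridine and compound, 16 hr in 5% CO2 at 37 °C; ONE-Glo luminescence read after 30 min.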
Tb PFK inh – qHTS Assay to Find Inhibitors of T. brucei phosphofructokinase; T. brucei PFK, ADP-Glo luminescence; Potency, µM (top dose mostly 57.5 µM), without a hit: at the highest dose activity, negative = inhibition, most hits filed as inhibitors; 330,000 compounds, 0.17% hits;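 also: potency is read from the fitted curve at half-maximal effect; 0% = uninhibited 1x PFK enzyme wells and -100% = no-enzyme wells; nearly all actives have a fitted effect of over 60% in size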
Target sequence (O15648 whole entry, looked up): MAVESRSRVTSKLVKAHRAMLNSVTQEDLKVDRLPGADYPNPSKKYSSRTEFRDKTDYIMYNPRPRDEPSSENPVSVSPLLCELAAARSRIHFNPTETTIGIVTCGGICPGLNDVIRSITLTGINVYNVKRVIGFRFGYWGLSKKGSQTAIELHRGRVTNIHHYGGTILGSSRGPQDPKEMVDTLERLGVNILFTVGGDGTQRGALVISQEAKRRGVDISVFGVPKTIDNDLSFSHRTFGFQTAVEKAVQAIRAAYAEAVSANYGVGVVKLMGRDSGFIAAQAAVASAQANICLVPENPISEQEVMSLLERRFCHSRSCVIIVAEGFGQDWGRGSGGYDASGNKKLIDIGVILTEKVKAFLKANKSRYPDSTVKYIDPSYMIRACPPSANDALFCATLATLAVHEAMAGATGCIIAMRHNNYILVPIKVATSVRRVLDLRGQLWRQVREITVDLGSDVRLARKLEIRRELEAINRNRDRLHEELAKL
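Compounds were pin-transferred as a titration series up to 57 uM into substrate buffer (0.5 mM F6P, 0.1 mM ATP, pH 8.0), then 1.25 nM PFK was added and reactions ran 45 min before ADP-Glo detection.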
BCR signal inh – qHTS Assay to Find Inhibitors of Chronic Active B-Cell Receptor Signaling; ABC-DLBCL IkBa-CBG/CBR reporter, luminescence ratio, 4 h; Potency, µM (doses to about 46.1 µM), without a hit: at the top dose ratio change, negative = lower green/red ratio, usual class: inhibitors; 340,000 compounds, 0.05% hits; AID 493014, 2011; active = well fitted inhibition curve with a large enough effect in the signal ratio, with a control signal flat, not every such curve was filed as active; inconclusive = small, poorly fitted or top-dose-only effect, or effect the other way, or a change in a side signal; the % refers to the signal ratio;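 also: potency is read from the fitted curve at half-maximal effect; plate controls were basal doxycycline-induced cells for no effect and cells given 10 µM MG132 for full effect; MG132 reads +100%, hits lower the ratio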
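Concentration-response series (up to 46 uM) were applied to TMD8 dual-reporter cells for 4 h at 37C with doxycycline. Green/red ratio, after filter-overlap correction, defined %Activity; red signal alone was normalised to basal cells and zero luminescence.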
uPA surface inh – qHTS for Inhibitors of Cell Surface uPA Generation; 330,000 compounds, 0.31% hits; cell surface uPA generation assay, qHTS; Potency, µM (titrated, usually from 38.3 µM), for the others: at the top dose activity change, negative = inhibition, actives largely listed as inhibitors; active = well fitted inhibition curve with a large enough effect; inconclusive = small, poorly fitted or top-dose-only effect; inactive = no such curve, though single readings can be large or run the other way; tested in mouse RAW 264.7 cells; also: potency is read from the fitted curve at half-maximal effect; % is scaled to controls: 0 for no effect and ±100 for the full control effect; nearly all actives have a fitted effect of over 55% in size
TSG101-PTAP inh – qHTS Assay for Iinhibitors of HIV-1 Budding by Blocking the Interaction of PTAP/TSG101. 340,000 tested, under 10 active. Potency, µM (doses to about 115 µM), for inactives: at the top dose activity change, negative = inhibition, actives largely listed as inhibitors. Fluorescence polarization, FITC-PTAP peptide / Tsg101 binding. Tumor susceptibility gene 101 protein (Homo sapiens), Q99816. AID 493005, 2010; active = well fitted inhibition curve with a large enough effect in the main read-out, with a control signal flat, not every such curve was filed as active; inconclusive = small, poorly fitted or top-dose-only effect, or effect the other way, or a change in a side signal; inactive = no such curve, though single readings can be large or run the other way; also: potency is read from the fitted curve at half-maximal effect; % of control where 0% means no effect
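Compounds were pin-transferred onto Tsg101 binding domain (10 uM final) in HEPES pH 7.5 buffer, then FITC-PTAP peptide was added at 50 nM final. After 20 min at RT, polarization reported peptide displacement across a qHTS concentration series.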
Mito fusion yeast – qHTS Assay for Small Molecule Inhibitors of Mitochondrial Division or Activators of Mitochondrial Fusion. S. cerevisiae fusion-defective mutant growth rescue, CellTiterGlo 48 h. Potency, µM (series often up to 46.1 µM), inactives show at the highest dose growth rescue (activation), usual class: activators. 320,000 compounds, 0.23% hits. AID 485298, 2010;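 also: potency is read from the fitted curve at half-maximal effect; % of control where 0% means no effect; nearly all actives have a fitted effect of over 45% in size; temperature-sensitive fusion mutants such as fzo1-1 at 37 °C on non-fermentable ethanol glycerol medium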
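Yeast fusion mutant, YPEG (non-fermentable carbon), compound, 48 h at 37C non-permissive; CellTiterGlo added, 10 min RT, luminescence read. Rescued growth = division inhibition.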
* hit, by the source's call; ? = inconclusive; . = not tested or not shown; [ ] = remark or other dose. Unless noted, calls follow the shape of the dose curve; as a rule, active = well fitted curve in the direction sought with a large enough effect; inconclusive = small, poorly fitted or top-dose-only effect, or another doubt; inactive = no such curve, though single readings can be large; an effect the other way counts as inactive or inconclusive.

SMILES	TSHR antagonist	USP2a inh	TCR act	Eya2 inh	B2AR arrestin	ELG1 repair inh	Tb PFK inh	BCR signal inh	uPA surface inh	TSG101-PTAP inh	Mito fusion yeast
O=C(Cn1ccc2ccccc2c1=O)NCCC(=O)NC1CCN(Cc2ccccc2)CC1	37	0%	-4%	20%	2.3%	2%	11%	0%	3%	-5%	9%
Clc1cncc(Cl)c1NNc1c2ccccc2nc2ccccc12	0	3%	-2%[46.1 µM]	9%	-0.3%	4%	-2%	-3%	-2%	-2%	6%
CC1=C(C(=O)NC2CCC(C)CC2)C2(CCC(C)CC2)OC1=O (configuration not stated)	-8	0%	0%	3%	-0.5%	18%	-11%	-2%	-7%	-6%	2%
COc1ccc(CCNC(=O)/C=C/c2ccco2)cc1OC	-7	2%	-1%	-3%	-0.6%	9%	-9%	-1%	-6%	-3%	-2%
Cn1nc([N+](=O)[O-])nc1Oc1ccc(C(C)(C)C)cc1	3	0%	-9%[46.1 µM]	-2%	-1.0%	-7%	6%	-3%	0%	-2%	18%
Cc1nn(CC(=O)N(CC(C)C)C2CCS(=O)(=O)C2)c(C)c1[N+](=O)[O-] (configuration not stated)	-9	2%	-3%[46.1 µM]	1%	-0.4%	6%	3%	2%	1%	1%	.
CCC1(c2ccccc2)NC(=O)N(CC(=O)Nc2ccccc2C(=O)NC2CC2)C1=O (configuration not stated)	-2	1%	3%	-5%	-0.2%	12%	1%	0%	-1%	-2%	-4%
C=CCc1ccc(OCCOc2cccc3cccnc23)c(OC)c1	11	1%	-5%	-10%	0.4%	6%	1%	-14%	-2%	-3%	?
O=C(Oc1cc(-c2ccccc2)no1)c1ccc(Cl)cc1	6	-1%	1%	-29%	0.4%	?	4%	6%	3%	-6%	0%
Cc1cc(C)n2cc(CSc3nnnn3-c3ccccc3C)nc2n1	-6	?	4%	5%	0.2%	-13%	-1%	-3%	0%	-5%	-6%
CCOc1ccccc1NC(=O)CSc1ncnc2c1oc1ccccc12	14	0%	.	11%	-0.1%	7%	-3%	-2%	9%	.	10%
O=C1N(C2CCCC2)C[C@@H]2C[C@@H](c3cccn3-c3nccs3)N3CCC[C@@]123	9	14%	-5%	-10%	-0.6%	7%	-2%	3%	-6%	0%	1%
COCCNC(=O)/C(C#N)=C/c1ccc(-c2ccc(OC)cc2[N+](=O)[O-])o1	0	0%	-5%	1%	-0.1%	4%	2%	-1%	-1%	-6%	-3%
Fc1ccc(Br)cc1C1C=C(c2ccc(Br)cc2)Nc2ncnn21 (configuration not stated)	-1	-1%	.	-3%	2.7%	?	0%	?	.	-8%	5%
Cc1cnc(NC(=O)c2c(O)c3cccc4c3n(c2=O)CCC4)s1	-2	-1%	.	3%	0.1%	14%	3%	3%	.	.	0%
Cc1ccc([N+](=O)[O-])cc1S(=O)(=O)Nc1ccc(C(=O)NCc2ccccn2)cc1	8	0%	2%	-4%	-0.4%	5%	?	8%	1%	-3%	-2%
COc1ccccc1OCC(=O)NN1Cc2ccccc2C1=N	0	0%	-6%	20%	0.1%	0%	?	-13%	1%	0%	4%
CC(C)(C)OC(=O)N1CC(O)CC1C(=O)OCC(=O)c1ccc(-c2ccccc2)cc1 (configuration not stated)	-7	1%	-2%	0%	-0.5%	-11%	-4%	-28%	9%	-2%	-1%
Cc1cc(NC(=O)C23CC4CC(CC(C4)C2)C3)n[nH]1	-21	-1%	4%	-15%	-0.2%	-6%	1%	3%	0%	-2%	5%
CCCCN(C(=O)c1cnccn1)c1c(N)n(CCC)c(=O)[nH]c1=O	22	-1%	0%	-5%	0.2%	0%	7%	?	39%[activator]	-9%	.
CCn1c(SCC(=O)Nc2cccc(S(=O)(=O)N(C)c3ccccc3)c2)nnc1C1CC1	8	2%	1%	6%	0.0%	-6%	0%	0%	11%	1%	-3%
COc1cccc(NC(=O)CSc2nc3ccccc3nc2N2CCCC2)c1	1	-8%	-1%	3%	-0.2%	?	-3%	?	4%	3%	-5%
O=C(OCC(=O)N1CCN(c2ccccc2)CC1)c1ccc2ncsc2c1	-1	1%	-5%	-2%[15.4 µM]	0.5%	-18%	-27%	-5%	-4%	-3%	6%
COc1ccc(CCNC(=O)C2CC(=O)N(c3ccc(C)cc3)C2)cc1 (configuration not stated)	-4	0%	-8%	-4%	-0.5%	18%	-6%	1%	5%	-5%	-8%
CCOc1ccc(C=NNc2ccc(S(=O)(=O)Nc3ccccc3C(=O)O)cc2[N+](=O)[O-])cc1	-11	?	4%[46.1 µM]	?	2.8%	-1%	-2%	?	3%	-3%	.
Going on with the list:
SMILES	TSHR antagonist	USP2a inh	TCR act	Eya2 inh	B2AR arrestin	ELG1 repair inh	Tb PFK inh	BCR signal inh	uPA surface inh	TSG101-PTAP inh	Mito fusion yeast
C=CCNC(=S)N1CCN(Cc2ccccc2)CC1	9	4%	2%	2%	-0.4%	3%	2%	?	-2%	2%	-4%
CCCCCN(C(=O)CCC(=O)OCc1ccc(C(C)(C)C)cc1)c1c(N)n(CCCC)c(=O)[nH]c1=O	-9	0%	18%	4%	-0.4%	-16%	0%	1%	2%	0%	-2%
COc1ccc(C(=O)NCc2c(C)nn(Cc3ccccc3)c2C)cc1S(=O)(=O)N1CCOCC1	2	2%	-3%	12%	-0.5%	?	0%	?	10µM*	0%	2%
CCCCSc1nc(C)cc(NC(=S)Nc2ccc(OC)cc2)n1	-3	0%	3%	-17%	0.1%	1%	0%	-4%	-1%	-4%	-13%
CCCCCC1CC(/C(C)=N/NC(N)=O)OC1=O (configuration not stated)	5	-10%	2%	6%	?	3%	-4%	9%	0%	-1%	0%
Cn1cccc1Cc1nnc(SCC(=O)Nc2ccc(Cl)cc2)n1-c1ccc(F)cc1	-2	2%	-4%[46.1 µM]	-2%	-0.2%	-16%	1%	?	6%	-2%	25%
COc1cc(NC(=O)C2CC2C)c(C(=O)O)cc1OC (configuration not stated)	-10	4%	0%	7%	0.1%	1%	1%	5%	7%	1%	1%
COc1ccc(NCN2C(=O)CCC2=O)cc1	-4	5%	2%	-31%	-0.1%	-4%	0%	?	-8%	1%	1%
O=C(CCc1ccccc1)Nc1ccccc1C(=O)NCc1ccco1	7	3%	7%[46.1 µM]	2%	0.3%	?	0%	?	3%	-2%	20%
COc1ccc(Cc2nc(-c3ccccn3)no2)cc1OC	4	1%	2%	-6%	0.1%	?	1%	-13%	-55%	0%	-10%
CC1(C)CC(=O)C2=C(C1)OC(N)=C(C#N)C2c1ccc[nH]1 (configuration not stated)	-3	2%	5%	11%	0.3%	0%	-20%	21%	-2%	1%	-2%
CCCCC(Sc1nc(N)c(NC(=O)c2ccc(OCC)cc2)c(=O)[nH]1)C(=O)O (configuration not stated)	10	-1%	11%	-1%	0.7%	-5%	-1%	-4%	3%	1%	4%
Cc1ccc(C(=O)NNC(=O)c2cccc(S(=O)(=O)N3CCN(c4ccccc4)CC3)c2)cc1	-7	1%	2%[46.1 µM]	3%	-0.7%	-22%	-1%	1%	1%	-6%	5%
Cc1ccc(C)c(C(=O)CSc2nc(N)cc(=O)[nH]2)c1	-9	1%	.	0%	0.2%	19%	2%	?	6%	-7%	2%
COCCCNC(=S)NNC(=O)C(O)(c1ccccc1)c1ccccc1	-5	-3%	5%	4%	0.4%	1%	-1%	-12%	7%	0%	2%
Cc1ccc(-n2c(SCC(=O)Nc3cccc(S(=O)(=O)NC4=NCCCCC4)c3)nc3ccccc3c2=O)cc1	-4	-1%	2%[46.1 µM]	10%	-0.5%	12%	3%	0%	1%	0%	-4%
O=C1c2ccccc2C(=O)N1Cc1ccccc1F	1	2%	-5%	-12%	0.4%	12%	-2%	-3%	1%	0%	1%

Compound activity from PubChem BioAssay.
